Compound activity as filed in PubChem BioAssay.
NCI-60 one-dose screen, 48 h, at 10 µM unless noted. Numbers give growth in % (100 = growth as untreated, 0 = no growth, -100 = all killed).
SK-OV-3 – SK-OV-3 ovarian cancer cells; hit rate 3.2% among 80,000
TK-10 – TK-10 renal cancer cells. AID 1794769. hit rate 3.9% among 81,000
ACHN – ACHN renal cancer. hit rate 4.9% among 81,000
RXF 393 – RXF 393 renal cancer cells; hit rate 6.9% among 77,000; AID 1794773
SN12C – SN12C renal cancer cells; hit rate 3.8% among 81,000; AID 1794767
IGROV1 – IGROV1 ovarian cancer; hit rate 4.7% among 79,000; AID 1794786
786-0 – 786-0 renal cancer cells | hit rate 5.1% among 81,000 | AID 1794775
UO-31 – UO-31 renal cancer | hit rate 5.2% among 81,000
* marks the source's active call; other numbers are inactive results; / = not tested or not shown. The calls were made as follows: active = growth percent below 10; inactive = the rest.

Labels used below – A = SK-OV-3; B = TK-10; C = ACHN; D = RXF 393; E = SN12C; F = IGROV1; G = 786-0; H = UO-31
1: COc1ccc([C@H]2c3cc(OC)c(OC)cc3C=C(C=O)C2CO)cc1OC (some centres undefined)
  A: 73 | B: 73 | C: 58 | D: -9.2* | E: 68 | F: 34 | G: 46 | H: 68

2: N=c1scc(-c2ccc(Cl)cc2)n1CC(=O)N1CCOCC1
  A: 90 | B: 86 | C: 99 | D: 110 | E: 87 | F: 90 | G: 96 | H: 86

3: COc1ccc(C2=NN(C)C(=O)C3(CCCCC3)C2)cc1
  A: 110 | B: 103 | C: 113 | D: 109 | E: 101 | F: 106 | G: 102 | H: 91

4: Cc1nc(Cl)cc(N(c2cc(Cl)nc(C)n2)c2ncc(C(=O)Nc3c(C)cccc3Cl)s2)n1
  A: 40 | B: 37 | C: 14 | D: 3.0* | E: 37 | F: -22* | G: 40 | H: 25

5: O=C(CSc1nc2ccccc2c(=O)n1-c1ccccc1)Nc1ccc(S(=O)(=O)NC(=S)Nc2ccccc2)cc1
  A: / | B: 125 | C: 94 | D: 90 | E: 90 | F: 81 | G: 105 | H: 69

6: O=C(CCCn1c(O)c(/C=C2\C=Nc3ccccc32)sc1=S)NCCc1ccc(O)cc1
  A: 88 | B: 128 | C: 95 | D: 114 | E: 89 | F: 73 | G: 114 | H: 67

7: Cc1ccc2c(c1)sc(C)[n+]2CCO
  A: 106 | B: 105 | C: 110 | D: 115 | E: 98 | F: 107 | G: 98 | H: /

8: O=C(Nc1nc(-c2ccccc2)cs1)c1ccccc1CN1C(=O)c2ccccc2C1=O
  A: 87 | B: 89 | C: 100 | D: 91 | E: 98 | F: 95 | G: 103 | H: 85

9: COc1ccc(-c2nc3sccn3c2/C=C/C(=O)c2c[nH]c3ccccc23)cc1
  A: 80 | B: 73 | C: 41 | D: / | E: 72 | F: 79 | G: 79 | H: 83

10: C/C(=N\Nc1ncc(-c2ccc3occc3c2)s1)c1nnn(-c2ccc([N+](=O)[O-])cc2)c1C
  A: 108 | B: 86 | C: 118 | D: 109 | E: 121 | F: 113 | G: 93 | H: 90

11: Nc1nc(-c2ccccc2)nc2nonc12
  A: 98 | B: 115 | C: 93 | D: 125 | E: 102 | F: 119 | G: 96 | H: 85

12: Cc1c(/C=C2\CSc3ccc(Cl)cc3C2=O)c(=O)n(-c2ccccc2)n1C
  A: 105 | B: 129 | C: 107 | D: 99 | E: 96 | F: 92 | G: 101 | H: 57

13: N#C/C(=C\c1ccc2c(c1)OCO2)c1ccccc1
  A: 87 | B: / | C: 94 | D: 84 | E: 89 | F: 63 | G: 95 | H: 77

14: O=C1c2cccc3c(-c4ccc(-c5nc6c7ccccc7c7ccccc7c6[nH]5)cc4)ccc(c23)C(=O)N1C1CCCCC1
  A: 94 | B: 87 | C: 103 | D: / | E: 97 | F: 93 | G: 101 | H: 82

15: O=C(O)C(Cc1ccccc1)N1C(=O)CSC1=S (centres undefined)
  A: 110 | B: 99 | C: 101 | D: 99 | E: 92 | F: 101 | G: 99 | H: 88

16: Cn1cc(-c2cc(N)n3nc(-c4c[nH]c5ccccc45)cc3n2)c2cc(Br)ccc21
  A: -60* | B: -95* | C: -88* | D: -81* | E: -79* | F: -71* | G: -74* | H: -82*

17: Cc1ccc2oc3nc(C)c(C(=O)NCc4ccccc4)cc3c(=O)c2c1
  A: 116 | B: 87 | C: 64 | D: 120 | E: 96 | F: 103 | G: 56 | H: 63

18: CCCCNS(=O)(=O)c1ccc(NC(=O)c2ccc3ccccc3c2O)c([N+](=O)[O-])c1
  A: 105 | B: 113 | C: 101 | D: 112 | E: 97 | F: 113 | G: 105 | H: 72

19: CCNC(=O)c1ccc2c(c1)NC(c1cc3ccccc3[nH]c1=O)c1c(n[nH]c1C(C)(C)C)N2 (centres undefined)
  A: 123 | B: 119 | C: 104 | D: 106 | E: 120 | F: 105 | G: 98 | H: 93

20: Nc1cccc([N+](=O)[O-])c1O
  A: 112 | B: 126 | C: 102 | D: 105 | E: 103 | F: 121 | G: 107 | H: 86

21: Cc1ccc(P(c2ccccc2)c2ccc(C)cc2)cc1
  A: 96 | B: 90 | C: 107 | D: 111 | E: 102 | F: 94 | G: 97 | H: 76

22: O=C(O)c1ccc(Cn2c(=O)sn(CCCl)c2=O)cc1
  A: 103 | B: 100 | C: 113 | D: 109 | E: 105 | F: 98 | G: 80 | H: 89

23: COC(=O)[C@]12CC[C@@H](C)[C@H](C)[C@@H]1C1=CC[C@@H]3[C@@]4(C)C(C#N)=CC(C)=C4CC[C@@]3(C)[C@]1(C)CC2
  A: 99 | B: 99 | C: 79 | D: / | E: 93 | F: 106 | G: 93 | H: 85

24: COc1ccc(Cc2nnc3sc(-c4ccc(OC)cc4)nn23)cc1
  A: 102 | B: / | C: 95 | D: 97 | E: 101 | F: 99 | G: 97 | H: 85

25: CCC(=O)OCC(=O)COC(=O)CC
  A: 104 | B: 112 | C: 102 | D: 97 | E: 102 | F: 110 | G: 95 | H: 100

Copied from above: compounds 10–14
Labels used below – A = SK-OV-3; B = TK-10; C = ACHN; D = RXF 393; E = SN12C; F = IGROV1; G = 786-0; H = UO-31
10: C/C(=N\Nc1ncc(-c2ccc3occc3c2)s1)c1nnn(-c2ccc([N+](=O)[O-])cc2)c1C
  A: 108 | B: 86 | C: 118 | D: 109 | E: 121 | F: 113 | G: 93 | H: 90

11: Nc1nc(-c2ccccc2)nc2nonc12
  A: 98 | B: 115 | C: 93 | D: 125 | E: 102 | F: 119 | G: 96 | H: 85

12: Cc1c(/C=C2\CSc3ccc(Cl)cc3C2=O)c(=O)n(-c2ccccc2)n1C
  A: 105 | B: 129 | C: 107 | D: 99 | E: 96 | F: 92 | G: 101 | H: 57

13: N#C/C(=C\c1ccc2c(c1)OCO2)c1ccccc1
  A: 87 | B: / | C: 94 | D: 84 | E: 89 | F: 63 | G: 95 | H: 77

14: O=C1c2cccc3c(-c4ccc(-c5nc6c7ccccc7c7ccccc7c6[nH]5)cc4)ccc(c23)C(=O)N1C1CCCCC1
  A: 94 | B: 87 | C: 103 | D: / | E: 97 | F: 93 | G: 101 | H: 82

(continued)
Labels used below – A = SK-OV-3; B = TK-10; C = ACHN; D = RXF 393; E = SN12C; F = IGROV1; G = 786-0; H = UO-31
26: COc1ccc2c(c1)/C(=N\N=C\c1ccc(OC)c(OC)c1)C(=O)N2
  A: 100 | B: 105 | C: 97 | D: 104 | E: 96 | F: 102 | G: 110 | H: 74

27: COc1ccc(-n2nc(C(=O)NCC(=O)NO)nc2-c2ccccc2)cc1
  A: 111 | B: 98 | C: 103 | D: / | E: 105 | F: 115 | G: 104 | H: 91

28: CCCCCCCCCCCCSC#N
  A: 107 | B: 102 | C: 108 | D: 114 | E: 94 | F: 99 | G: / | H: 88

29: CCCC(CC)N(c1ccc(Cl)cc1)c1nc(-c2ccc([N+](=O)[O-])cc2)cs1 (centres undefined)
  A: 94 | B: 118 | C: 94 | D: 96 | E: 99 | F: 84 | G: 99 | H: 71

30: O=C1/C=C/[C@@H](O)[C@@H]2C[C@@H](O)C[C@H]2/C=C/CCC[C@@H](C(F)(F)F)O1
  A: 96 | B: 74 | C: 98 | D: 43 | E: 90 | F: 105 | G: 93 | H: 48

31: NNC(=O)c1c[nH]c2ccccc2c1=O
  A: 103 | B: 94 | C: 95 | D: 136 | E: 99 | F: 92 | G: 100 | H: 84

32: CS(=O)(=O)Nc1ccc(C(=O)N=Nc2c(O)[nH]c3ccc(Cl)cc23)cc1
  A: 116 | B: 123 | C: 106 | D: 109 | E: 101 | F: 107 | G: 104 | H: 82

33: COc1ccc(-c2cc(NC(=O)Nc3cccc(Cl)c3)no2)cc1
  A: 103 | B: 103 | C: 103 | D: 108 | E: 93 | F: 106 | G: 101 | H: 91

34: NC(=O)c1cccc(-n2ccc3cc(NC(=O)c4cc(C(F)(F)F)cc(C(F)(F)F)c4)ccc32)n1
  A: 81 | B: 95 | C: 90 | D: 82 | E: 81 | F: 110 | G: 90 | H: 92

35: Cc1nnc(-n2c(O)cc(=O)n(-c3ccccc3)c2=S)nc1/C=C/c1ccc(N(C)C)cc1
  A: 46 | B: 28 | C: 62 | D: 83 | E: 65 | F: 58 | G: 50 | H: 17

36: O=C(O)c1ccc(-c2nn(-c3ccc(C(=O)O)cc3)cc2CO)cc1
  A: 102 | B: 88 | C: / | D: 119 | E: 106 | F: 94 | G: 103 | H: 78

37: O=C(Cn1ccnc1[N+](=O)[O-])NCc1ccccc1
  A: 100 | B: 119 | C: 103 | D: 113 | E: 109 | F: 104 | G: 99 | H: 104

38: COc1ccc(NC(=O)Cn2c(/C=C/c3ccc4c(c3)OCO4)nc3ccccc3c2=O)cc1
  A: 90 | B: 87 | C: 86 | D: 88 | E: 101 | F: 104 | G: 52 | H: 87

39: O=C(NCc1cccc(Cl)c1)C1=NOC(Cc2nc3ccccc3o2)C1 (centres undefined)
  A: 96 | B: 129 | C: 102 | D: 117 | E: 100 | F: 98 | G: 102 | H: 64

40: O=C(Cn1cc(F)c(=O)[nH]c1=O)c1ccco1
  A: 108 | B: 100 | C: 110 | D: 111 | E: 99 | F: 131 | G: 106 | H: 90

41: COc1ccc(/C=C/C(=O)c2ccc(NC(=O)CSc3nnc(-c4ccc(-c5nc6ccc(C)cc6[nH]5)cc4)o3)cc2)cc1OC
  A: 108 | B: 127 | C: 101 | D: 106 | E: 106 | F: 95 | G: 102 | H: 88

42: CCN(CC)c1cc(Cl)ccc1C
  A: 104 | B: 108 | C: 95 | D: 115 | E: 99 | F: 103 | G: 100 | H: 84

43: O=C(Nc1ccccc1)OCCc1ccccc1
  A: 110 | B: 95 | C: 104 | D: 93 | E: 95 | F: 103 | G: 97 | H: 103

44: COc1ccc(N2CCN(C(=O)c3sc4nc(C)c(Br)c(C)c4c3N)CC2)cc1
  A: 90 | B: 115 | C: 93 | D: 116 | E: 96 | F: 91 | G: 100 | H: 59

45: COc1ccc(-c2nn(-c3cccc(Cl)c3)cc2C2C(C#N)=C(N)Oc3[nH]c(=O)[nH]c(=O)c32)cc1 (centres undefined)
  A: 103 | B: 123 | C: 96 | D: 98 | E: 93 | F: 91 | G: 97 | H: 76

46: O=C1CCCC1=P(c1ccccc1)(c1ccccc1)c1ccccc1
  A: 99 | B: 103 | C: 89 | D: 126 | E: 97 | F: 106 | G: 101 | H: 78

47: CCn1c(SCC(=O)Nc2nc3ccc(F)cc3s2)nnc1-c1cccnc1Nc1cc(OC)c(OC)c(OC)c1
  A: 126 | B: 129 | C: 94 | D: 130 | E: 104 | F: 102 | G: 106 | H: 73

48: CC(Br)C(OC(=O)C(Cl)(Cl)Cl)c1cc2c(cc1Br)OCO2 (centres undefined)
  A: 91 | B: 103 | C: 98 | D: 107 | E: 104 | F: 97 | G: 102 | H: 78

49: Cc1cnc2cc(Cl)ccc2c1Cl
  A: 101 | B: 114 | C: 101 | D: 125 | E: 99 | F: 105 | G: 107 | H: 78

50: Clc1cc2nc(-c3ccccc3)c(-c3ccccc3)nc2cc1Cl
  A: 89 | B: 123 | C: 94 | D: 110 | E: 90 | F: 66 | G: 103 | H: 56

Further entries.
Labels used below – A = SK-OV-3; B = TK-10; C = ACHN; D = RXF 393; E = SN12C; F = IGROV1; G = 786-0; H = UO-31
51: CN1CCN(c2ccc3nc(-c4c5cccccc-5[nH]c4=O)[nH]c3c2)CC1
  A: 83 | B: 87 | C: 64 | D: 10 | E: 72 | F: 46 | G: 84 | H: 55

52: C=CCN1C(=O)/C(=N\c2nnc(-c3ccc(Cl)cc3)s2)c2ccccc21
  A: 101 | B: 98 | C: 97 | D: 98 | E: 91 | F: / | G: 96 | H: 79

53: NC(N)=NC(N)=Nc1cc2ccccc2c2ccccc12
  A: 60 | B: 21 | C: 23 | D: 36 | E: 35 | F: 17 | G: 14 | H: 33

54: O=C(O)c1cn(C2CC2)c2cc(N3CCN(Cc4n[nH]c(=S)n4-c4ccccc4)CC3)c(F)cc2c1=O
  A: 107 | B: 93 | C: / | D: 104 | E: 100 | F: 103 | G: 102 | H: 94

55: CC1=C(C(=O)c2ccccc2)C(c2ccc3c(c2)OCO3)NC(=S)N1 (centres undefined)
  A: 52 | B: 66 | C: 46 | D: 59 | E: 51 | F: 46 | G: 59 | H: 56

56: COc1cccc2c1C(=O)c1c(O)c3c(c(O)c1C2=O)C[C@@](O)(/C(C)=N/NC(=O)c1cccc([N+](=O)[O-])c1)C[C@@H]3OC1CC(N)C(O)C(C)O1 (some centres undefined)
  A: -30* | B: -34* | C: -63* | D: -65* | E: -9.3* | F: / | G: -25* | H: -17*

57: COc1cc(-c2nc(NC(C)=O)sc2-c2ccnc(NCCNS(=O)(=O)c3ccccc3)n2)ccc1Cl
  A: 27 | B: 39 | C: 44 | D: 37 | E: 48 | F: 52 | G: 35 | H: 63

58: CCOC(=O)c1c2c(c(C)n1C)-c1nn(Cc3ccc(Cl)cc3)cc1CC2
  A: 97 | B: 115 | C: 90 | D: 99 | E: 97 | F: 112 | G: 90 | H: 89

59: Cc1ccc(C(=O)C2CC2)c(C)c1
  A: 110 | B: 88 | C: 101 | D: 119 | E: 100 | F: 112 | G: 115 | H: 90

60: Cc1ccc(C2=Nc3ccc(Cl)cc3C3=NCN=NN23)cc1
  A: 88 | B: 114 | C: 92 | D: 115 | E: 85 | F: 93 | G: 105 | H: 80

3 structures already listed, arranged by length of the SMILES, highest first.
Labels used below – A = SK-OV-3; B = TK-10; C = ACHN; D = RXF 393; E = SN12C; F = IGROV1; G = 786-0; H = UO-31
52: C=CCN1C(=O)/C(=N\c2nnc(-c3ccc(Cl)cc3)s2)c2ccccc21
  A: 101 | B: 98 | C: 97 | D: 98 | E: 91 | F: / | G: 96 | H: 79

55: CC1=C(C(=O)c2ccccc2)C(c2ccc3c(c2)OCO3)NC(=S)N1 (centres undefined)
  A: 52 | B: 66 | C: 46 | D: 59 | E: 51 | F: 46 | G: 59 | H: 56

60: Cc1ccc(C2=Nc3ccc(Cl)cc3C3=NCN=NN23)cc1
  A: 88 | B: 114 | C: 92 | D: 115 | E: 85 | F: 93 | G: 105 | H: 80
